# Assay outcomes deposited in PubChem by National Center for Advancing Translational Sciences (NCATS).
# CCT chaperon mod = modulators of cytosolic chaperonin (CCT/TRiC) activity. purified chaperonin ATPase assay, HTRF ADP detection, 30 min. activity change, % (no concentration beside the values), hits read low. 0.3% of 360,000 active. AID 651819; in the data active = activity change below about -30%; note: % is set by controls: 0 for no effect and ±100 for the full control effect
#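 We incubate TRiC, 40 or 20 nM final, with library compounds at 76 uM and 10 uM ATP for 30 min at 37 °C. ADP formed is detected with Transcreener HTRF reagents after 30 min at room temperature.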
# Mm-Cpn inhibitor = blocks the Methanococcus maripaludis chaperonin Mm-Cpn; purified Mm-Cpn ATPase, ADP Transcreener TR-FRET; Potency, µM (top dose mostly 76.9 µM), inactives show at the top dose activity, negative = inhibition, hits mostly inhibitors; 0.031% of 330,000 active; AID 504842; note: potency is the fitted concentration of half-maximal effect; % is set by controls: 0 for no effect and ±100 for the full control effect; nearly all actives have a fitted effect of over 80% in size
#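 Purified archaeal chaperonin (25 nM final) was preincubated with compound for 10 min at 37°C, then ATP (10 uM final) was added for 30 min at 37°C in Tris pH 7.4/KCl/MgCl2/DTT buffer. ADP was quantified by HTRF Transcreener TR-FRET.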
# EPAC1 antagonist = EPAC1 (human) antagonism. O95398. EPAC1 GEF assay, Rap1b-BODIPY-GDP exchange fluorescence. Potency, µM (titrated, usually from 115 µM), without a hit: at the top dose activity change, negative = inhibition, hits mostly inhibitors. 0.14% of 360,000 active. AID 720709;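 note: potency is the fitted concentration of half-maximal effect; plate controls were vehicle for no effect and positive control for full effect; nearly all actives have a fitted effect of over 50% in size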
# EPAC2 antag = EPAC2 (human) antagonism. Q8WZA2. EPAC2 GEF exchange of Rap1B-BODIPY-GDP, fluorescence. Potency, µM (titrated, usually from 114 µM), for the others: top-dose activity, negative = inhibition, hits mostly inhibitors. 0.18% of 360,000 active; note: potency is the fitted concentration of half-maximal effect; % is set by controls: 0 for no effect and ±100 for the full control effect; nearly all actives have a fitted effect of over 45% in size; many of its hits are not listed in these tables
# PLK1 PBD block = blocks phosphopeptide binding to human PLK1 polo-box domain. Potency, µM, without a hit: max response, negative = inhibition, actives largely listed as inhibitors. AID 720504. P53350. 2.8% of 360,000 active. Plk1 PBD binding of FITC phosphopeptide, fluorescence polarization; note: potency is the fitted concentration of half-maximal effect; series mostly up to about 57 µM; % is set by controls: 0 for no effect and ±100 for the full control effect; nearly all actives have a fitted effect of over 65% in size
# Target sequence (P53350 whole entry, looked up, the tested form may be a part): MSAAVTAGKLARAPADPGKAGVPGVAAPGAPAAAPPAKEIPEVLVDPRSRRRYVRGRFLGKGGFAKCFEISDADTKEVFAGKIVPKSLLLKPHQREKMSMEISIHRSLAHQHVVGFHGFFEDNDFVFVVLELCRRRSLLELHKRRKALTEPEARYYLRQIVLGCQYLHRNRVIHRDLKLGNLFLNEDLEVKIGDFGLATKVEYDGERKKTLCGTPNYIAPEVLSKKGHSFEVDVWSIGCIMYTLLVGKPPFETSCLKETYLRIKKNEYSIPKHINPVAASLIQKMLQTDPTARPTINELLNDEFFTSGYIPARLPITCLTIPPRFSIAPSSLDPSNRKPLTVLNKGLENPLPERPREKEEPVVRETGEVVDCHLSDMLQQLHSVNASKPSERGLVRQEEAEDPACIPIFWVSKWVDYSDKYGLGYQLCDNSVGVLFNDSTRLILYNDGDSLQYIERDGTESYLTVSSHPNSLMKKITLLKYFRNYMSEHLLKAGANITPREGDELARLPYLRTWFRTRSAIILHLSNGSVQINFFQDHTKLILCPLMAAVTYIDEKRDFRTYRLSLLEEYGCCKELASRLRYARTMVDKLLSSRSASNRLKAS
# EPAC1 agonist = activates human EPAC1 exchange factor; O95398; 0.073% of 360,000 active; Potency, µM (series often up to 154 µM), for inactives: at the top dose activation, most hits filed as activators; EPAC1 agonist qHTS, biochemical assay; response scale: 100% = response to 6.5 mM cAMP; AID 720707; note: potency is the fitted concentration of half-maximal effect; nearly all actives have a fitted effect of over 60% in size
#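 Multi-concentration qHTS readout: loss of Rap1B-bound BODIPY-GDP fluorescence driven by 100 nM EPAC1 with excess GDP (50 uM), monitored kinetically at room temperature; agonist response expressed relative to 6.5 mM cAMP.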
# WRN helicase inh = WRN helicase (human) inhibition. 0.46% of 360,000 active. Potency, µM (titrated, usually from 114 µM), for the others: at the highest dose activity change, negative = inhibition, most hits filed as inhibitors. WRN helicase unwinding, fluorescent forked duplex, kinetic; note: potency is the fitted concentration of half-maximal effect; % is set by controls: 0 for no effect and ±100 for the full control effect; nearly all actives have a fitted effect of over 55% in size
#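 WRN at 20 nM final preincubated with compound 15 min at room temperature; reaction started with 100 nM fluorophore/quencher forked duplex oligonucleotide and 2 mM ATP final. Unwinding followed kinetically by red fluorescence (ex 525, em 598 nm).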
# PI5P4Ka inh = blocks human PI5P4K alpha kinase activity; 1.2% of 330,000 active; max response, %; P48426; PI5P4Kalpha enzyme, ADP-Glo luminescence, 60 min; stronger effect = lower value; active = max response of -50% or lower; inconclusive = between -30% and -50%; inactive = -30% or higher; note: value at the top dose of about 77 µM; % is set by controls: 0 for no effect and ±100 for the full control effect
# Target sequence (P48426 whole entry, looked up): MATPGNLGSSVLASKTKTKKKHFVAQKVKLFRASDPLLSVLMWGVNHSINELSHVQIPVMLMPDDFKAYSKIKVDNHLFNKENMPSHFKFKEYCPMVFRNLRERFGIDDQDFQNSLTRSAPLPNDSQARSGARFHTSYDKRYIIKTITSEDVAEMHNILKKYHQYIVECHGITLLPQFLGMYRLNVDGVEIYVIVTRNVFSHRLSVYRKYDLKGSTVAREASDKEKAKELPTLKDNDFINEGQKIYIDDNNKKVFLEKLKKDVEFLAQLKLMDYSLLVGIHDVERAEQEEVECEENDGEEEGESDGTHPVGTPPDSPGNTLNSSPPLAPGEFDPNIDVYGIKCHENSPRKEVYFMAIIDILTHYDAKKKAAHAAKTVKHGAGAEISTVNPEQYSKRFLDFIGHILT
#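 Controls without substrate or without enzyme flank wells where PI5P4Kalpha converts substrate using 5 microM ATP (final). Incubation lasts 60 minutes at room temperature; ADP formed is read by ADP-Glo luminescence.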
# Active calls of the source: *; ? = inconclusive; · = no result given; [ ] = another dose, or the depositor's remark. Unless noted, calls come from the whole dose curve; as a rule, active = well fitted curve in the direction sought with a large enough effect; inconclusive = small, poorly fitted or top-dose-only effect, or another doubt; inactive = no such curve, though single readings can be large; an effect the other way counts as inactive or inconclusive. Some of the compounds tested; rates above refer to the full screens.
CCT chaperon mod | Mm-Cpn inhibitor | EPAC1 antagonist | EPAC2 antag | PLK1 PBD block | EPAC1 agonist | WRN helicase inh | PI5P4Ka inh | Compound
-3.7 | 1% | 2% | 12% | 0% | -3% | 0% | 2 | O=C1CCCCCN1C(=O)c1cccc(C(=O)N2CCCCCC2=O)c1
0.9 | 3% | -8% | -10%[57.1 µM] | -12% | -6% | 3% | -6 | O=C(CCc1[nH]c2ccccc2c1Sc1ccccc1)NCCO
-2.0 | 1% | 12% | -10% | 4% | 4% | 3% | -1 | COc1ccc(COC(=O)C2CCN(S(=O)(=O)c3ccc(Cl)cc3)CC2)cc1
-18 | -5% | -3% | 1% | -20% | -2% | -6%[57.1 µM] | -2 | Cc1ccc(NC(=S)NNC(=O)Nc2ccccc2)cc1
-0.1 | 1% | -8% | 8% | -2% | 3% | -2% | 7 | CCN(CC)S(=O)(=O)c1ccc(NC(=O)Cn2c(=O)oc3ccccc32)cc1
-0.7 | -8% | -6% | -5% | 5% | 9% | -10% | -1 | Cc1ccc(C)c(C(=O)COC(=O)c2ccc(C)c(S(=O)(=O)N3CCOCC3)c2)c1
1.4 | · | 12% | 3% | -10% | 1% | -3% | · | O=S(=O)(NCC(c1cccnc1)N1CCN(c2ccc(F)cc2)CC1)c1ccccc1 (stereo not given)
-0.4 | -8% | -9% | 4% | -5% | 2% | -19% | 12 | Cc1ccccc1NC(=O)Cc1nc(COC(=O)c2cccc(C)c2O)cs1
-2.8 | -4% | -7% | 6% | -2% | 3% | -4% | -5 | Cc1ccc2nc(NCCO)nc(-c3ccccc3)c2c1
-1.1 | -3% | -7% | 7% | -1% | 0% | 1% | 3 | CCOC(=O)c1c(NC(=O)COC(=O)Cn2c(C(F)(F)F)nc3ccccc32)sc(C)c1C
-1.4 | · | 2% | 2% | -2% | -11% | -7% | -1 | O=C(NCc1cccnc1)c1cc(C2CCCN(C(=O)c3ccc4c(c3)CCO4)C2)on1 (stereo not given)
-0.5 | 1% | 7% | 2% | -6% | -3% | 1% | -14 | Cc1cc(C(=O)Nc2ccc(C(=O)O)cc2)c(C)o1
0.4 | · | -16% | -9% | -4% | -10% | -4%[57.1 µM] | 41 | COc1cc(C(O)c2nc(-c3ccc4ccccc4c3)cs2)ccc1F (stereo not given)
1.2 | 0% | -15% | -1% | 42µM* | -5% | -3% | 3 | O=C(O)CCN1C(=O)C2C3CC(C2C1=O)C1C(c2ccccc2)c2sc(=O)n(-c4ccccc4)c2SC31 (stereo not given)
1.0 | 0% | 13% | 8% | 2% | -7% | -16%[57.1 µM] | 5 | CCOC(=O)C(C(=O)OCC)C(C)(C)/C(C)=N\Nc1ccc([N+](=O)[O-])cc1[N+](=O)[O-]
-4.4 | · | -5% | 1% | -12% | -5% | 7% | -3 | O=C(CCCc1ccccc1)NCCS(=O)(=O)N1CCN(c2ccccc2)CC1
1.8 | -2% | 3% | 0% | -10% | 7% | 2% | 0 | Cc1cc(NC(=O)c2cccnc2)ccc1Br
-1.0 | -2% | -3% | -28% | ? | -12% | -2% | 0 | COc1ccc(N(CC(=O)NCCOc2ccccc2)S(=O)(=O)c2ccc(C)cc2)cc1
-16 | 1% | 0% | 1% | -22% | 9% | -16% | -5 | O=C(c1ccc(Br)o1)N1CCC(c2nc3ccccc3[nH]2)CC1
-1.7 | 3% | 2% | 13% | -3% | -5% | 9% | 2 | CCN(C(=O)c1ccc2c(=O)n3c(nc2c1)CCCCC3)c1cc(OC)ccc1OC
-0.4 | 2% | 1% | -3% | 6% | 1% | -20%[57.1 µM] | -8 | O=C(CNCc1ccc(Cl)cc1)Nc1ccc(C(=O)N2CCCCC2)cc1
0.2 | 2% | 13% | 5% | -8% | 11% | -12% | -5 | COc1cccc(CNS(=O)(=O)c2ccc3c(c2)N(C(C)=O)CCO3)c1
-1.0 | -3% | -10% | 0% | -12% | -8% | -2% | -6 | COc1ccc(-c2coc3cc(O[C@@H]4O[C@H](CO)[C@@H](O)[C@H](O)[C@H]4O)ccc3c2=O)cc1
0.6 | -2% | -22% | -3% | -6% | 1% | -9% | -1 | Cc1ccc(S(=O)(=O)N(CC(=O)Nc2ccc(Cl)c([N+](=O)[O-])c2)C2CCCCC2)cc1
-0.5 | 0% | -5% | -2% | -2% | -3% | -3% | -2 | CCCc1nc2ccccc2c(C(=O)N(CC)CC(=O)NCc2cccs2)c1CC
-0.1 | 0% | -1% | 10% | 5% | 4% | 6% | -5 | CC(=O)Nc1ccc(S(=O)(=O)NC(C(=O)O)C(C)O)cc1 (stereo not given)
-5.7 | -1% | -7% | -4% | -10% | 11% | -5% | · | CCOC(=O)C1=C(C)N(C)C(=O)NC1c1ccc(C)s1 (stereo not given)
-13 | · | 3% | 11% | -20% | 0% | 6% | -1 | CCN(CC)CCCN1C(=O)C(O)=C(C(=O)c2ccco2)C1c1ccc(C)o1 (stereo not given)
2.1 | 0% | -23% | -4% | -5% | -3% | -11% | -69* | O=C(N/N=C\c1cccc([N+](=O)[O-])c1O)C1COc2ccccc2O1 (stereo not given)
-7.5 | 3% | 14% | 0% | 8% | -14% | 4% | 1 | CC1=NN(Cc2c(C)nn(Cc3ccccc3)c2C)C(C)(C)C1

# Profiles, quoted from the list:
# `Cc1ccc(S(=O)(=O)N(CC(=O)Nc2ccc(Cl)c([N+](=O)[O-])c2)C2CCCCC2)cc1` as listed: CCT chaperon mod: 0.6; Mm-Cpn inhibitor: -2%; EPAC1 antagonist: -22%; EPAC2 antag: -3%; PLK1 PBD block: -6%; EPAC1 agonist: 1%; WRN helicase inh: -9%; PI5P4Ka inh: -1
# `Cc1ccc(C)c(C(=O)COC(=O)c2ccc(C)c(S(=O)(=O)N3CCOCC3)c2)c1` as listed: CCT chaperon mod: -0.7; Mm-Cpn inhibitor: -8%; EPAC1 antagonist: -6%; EPAC2 antag: -5%; PLK1 PBD block: 5%; EPAC1 agonist: 9%; WRN helicase inh: -10%; PI5P4Ka inh: -1

# Additional structures:
CCT chaperon mod | Mm-Cpn inhibitor | EPAC1 antagonist | EPAC2 antag | PLK1 PBD block | EPAC1 agonist | WRN helicase inh | PI5P4Ka inh | Compound
1.4 | -4% | -5% | 2% | 7% | -7% | 0% | 4 | CCCCNC(=O)CCn1nc(-c2ccc(C)cc2)c2ccccc2c1=O
-2.9 | · | -1% | 4% | -1% | -5% | -1% | 3 | COC(=O)c1cc([N+](=O)[O-])c(C)c(C)n1
1.6 | 0% | 5% | -1% | -1% | 9% | -3% | 6 | Cn1c(N)c(C(=O)COC(=O)c2cc3ccccc3cc2O)c(=O)n(C)c1=O
-1.0 | 1% | -6% | 2% | -13% | -9% | -17% | -6 | OC(CNCc1ccccn1)c1ccccc1 (stereo not given)
-1.8 | 0% | 5% | 2% | -18% | 6% | -12% | 0 | Fc1ccc(-n2c(-c3ccc4ccccc4n3)n[nH]c2=S)cc1Cl
0.8 | -9% | 0% | -15% | 3% | -3% | 6% | -1 | Cc1onc(-c2ccccc2)c1C(=O)N/N=C/c1ccc([N+](=O)[O-])c(O)c1
-0.9 | 1% | 2% | -4% | -5% | 0% | 8% | -6 | Cc1nc2ccc(S(=O)(=O)NCC(=O)N3CCN(c4ccccc4)CC3)cc2s1
0.5 | -5% | -25% | -3% | -5% | -12% | -9% | -2 | CSc1nnc2c(n1)OC(c1ccc(C(=O)O)cc1)N(C(C)=O)c1ccccc1-2 (stereo not given)
-0.6 | 1% | -3% | 9% | 4% | 6% | 7% | -2 | CCOC(=O)c1cccc(C2=CC(=O)C[C@H](c3ccc(OC)cc3)C2)c1
0.7 | -1% | 18% | 16% | -11% | 1% | 11% | · | COc1ccc(CCNC(=O)CCS(=O)(=O)c2cccc3nsnc23)cc1OC
-0.4 | 2% | 1% | -2% | -27% | -7% | 3% | · | CCCc1cc(C(=O)NNC(=S)NC(C)c2ccccc2)cs1 (stereo not given)
0.6 | · | -8% | 6% | -2% | -13% | 1% | -2 | CN1OC[C@@H]2CN(C(=O)C(C)(C)C)[C@H](c3ccc(-c4cc5ccccc5o4)cc3)C[C@@H]21
-1.2 | 0% | -3% | 6% | -2% | 9% | 7% | -24 | O=C(/C=C/c1ccccc1)Nc1cc(C(=O)O)cc(C(=O)O)c1
-3.6 | 2% | 8% | -4% | -15% | 6% | 3% | -7 | CC(C(=O)Nc1ccccc1C#N)N1C(=O)NC2(CCCCCC2)C1=O (stereo not given)
0.7 | 2% | 34%[activator] | 6% | -11% | 1% | -3% | -5 | CN(CC1CCCO1)S(=O)(=O)c1ccc(C(=O)Nc2ccc3c(c2)OCO3)cc1 (stereo not given)
-4.2 | -6% | -7% | 2% | -2% | 4% | -10% | 5 | Cc1ccc(C(=O)NCC(=O)OCC(=O)Nc2ccc3[nH]c(=O)[nH]c3c2)cc1
-0.6 | -2% | 40µM* | -5% | 1.5µM* | -3% | 4.2µM* | -60* | COc1cc(/C=C2/C(=O)c3cccc([N+](=O)[O-])c3C2=O)c(Br)cc1O
3.3 | 2% | 1% | 15% | -1% | -4% | 3% | 7 | O=C(CN1CCN(c2ccccc2)CC1)Nc1nccs1
1.6 | 0% | -12% | 0% | 0% | 6% | 4% | -8 | COc1ccc(-c2cc(C(F)(F)F)n3ncc(C(=O)N4CCc5ccccc5C4)c3n2)cc1
0.1 | 3% | 1% | 3% | -5% | 4% | 1% | · | CC(=O)N1N=C(c2ccco2)CC1c1cccs1 (stereo not given)
-2.8 | ? | 3% | 0% | -3% | 5% | -11% | -15 | O=C(Nc1ccc(Cl)cc1)Nc1nnc(Cc2ccc([N+](=O)[O-])cc2)s1
-0.9 | 2% | 3% | -1% | -1% | 1% | 3% | -10 | O=C(CSc1nnc(CNc2ccc(F)cc2)n1Cc1ccccc1)NCc1ccco1
0.9 | 0% | -12% | 5% | -6% | 24% | -11% | -6 | CCCOc1cccc(C(=O)Nc2cccc(NC(=O)c3ccco3)c2)c1
-1.2 | 0% | -5% | -1% | 3% | 5% | -4% | · | O=C(CCNS(=O)(=O)c1cccc2nonc12)NC1CCCc2ccccc21 (stereo not given)
-0.3 | 4% | 3% | 1% | -5% | -2% | 0% | -1 | Cc1ccc(N(CC(=O)NC(C)(C)C)C(=O)CS(=O)CC(=O)Nc2ccc(F)cc2)cc1 (stereo not given)
-0.6 | -2% | -21% | -12% | 1% | -2% | -9% | 1 | COc1ccccc1NC(=O)C(C)OC(=O)Cc1n[nH]c(=O)c2ccccc12 (stereo not given)
-0.9 | 1% | 4% | 7% | -7% | 1% | -1% | 2 | CCNC(=O)N1CCN(C(=O)NCC)CC1
0.3 | 1% | 0% | -1% | -6% | 21% | 0% | 0 | NS(=O)(=O)c1ccc(CCNC(=O)CSc2nc3ccccc3c(=O)n2CCC(=O)N2CCCCC2)cc1
